C8 TRAIL sens: caspase-8 TRAIL sensitization | NB7+C8 cells + TRAIL, ATPlite viability luminescence | inhibition (viability loss, TRAIL sensitization), % at 10 µM | 360,000 tested, 1% active;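 active = compounds causing at least 50% loss of cell viability in the single-dose screen, relative to plate controls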
LMP1 NFkB inh: Epstein-Barr LMP1 NF-kappaB reporter inhibition. LMP1-induced NF-kappaB luciferase reporter cells, luminescence. inhibition, % at 12.5 µM. 350,000 tested, 0.69% active. AID 504558; in the data active = inhibition above about 41%;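 note: 0% = neutral control wells and 100% = reference inhibitor control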
NOD2-RIPK2 inh: blocks binding of human NOD2 to RIPK2; O43353; CHO BLA complementation NOD2-RIPK2, CCF4 ratio; inhibition, % at 4.98 µM; 360,000 tested, 0.38% active; AID 624267; in the data active = inhibition above about 21%;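 note: 0% = vehicle only and 100% = reference blocker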
Target sequence (O43353 whole entry, looked up): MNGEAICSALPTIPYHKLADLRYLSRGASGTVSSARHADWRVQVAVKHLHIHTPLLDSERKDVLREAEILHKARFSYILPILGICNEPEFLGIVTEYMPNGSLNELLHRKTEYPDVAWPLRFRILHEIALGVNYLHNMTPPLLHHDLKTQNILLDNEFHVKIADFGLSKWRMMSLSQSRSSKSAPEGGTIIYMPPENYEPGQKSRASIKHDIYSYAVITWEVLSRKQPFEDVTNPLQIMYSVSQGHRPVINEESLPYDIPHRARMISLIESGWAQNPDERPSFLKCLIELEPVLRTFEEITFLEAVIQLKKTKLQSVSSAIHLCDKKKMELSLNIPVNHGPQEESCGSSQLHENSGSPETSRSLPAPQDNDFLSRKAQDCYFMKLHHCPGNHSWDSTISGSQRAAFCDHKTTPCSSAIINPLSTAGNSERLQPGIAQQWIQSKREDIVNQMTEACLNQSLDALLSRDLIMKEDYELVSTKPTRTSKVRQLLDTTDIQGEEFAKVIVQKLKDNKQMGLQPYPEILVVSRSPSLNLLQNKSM
SRC3 inh: inhibitors of human steroid receptor coactivator 3 (SRC3). Q9Y6Q9. HEK293 GAL4-SRC3 luciferase reporter, luminescence. inhibition, % at 3.6 µM. 360,000 tested, 0.17% active;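 active = inhibition above a per-campaign cutoff, the mean of all compounds plus 3 SD, cut at about 60% in these data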;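 note: 0% = DMSO-treated cells and 100% = gossypol-treated cells at 36 µM; higher means less SRC3-driven luciferase light from the GAL4 reporter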
NCOA1 inh: inhibitors of human steroid receptor coactivator 1 (SRC1) | inhibition, % at 3.6 µM | Q15788 | HEK293 GAL4-SRC1 luciferase reporter, luminescence | 360,000 tested, 0.12% active;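 active = inhibition above the campaign mean plus 3 SD, with each screening campaign given its own cutoff, cut at about 60% in these data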;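 note: 0% = DMSO treated cells and 100% = gossypol at 36 µM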
LRH-1 inv ag: inverse agonists of human LRH-1 (NR5A2). O00482. HEK293T StAR-luciferase reporter, LRH-1 transfected, 24 h. inhibition, % at 3.6 µM. 360,000 tested, 0.13% active;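 active = inhibition above the mean inhibition of all tested compounds plus 3 SD, cut at about 73% in these data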;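 note: 0% = DMSO wells and 100% = reporter-only cells lacking LRH-1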
NCOA2 inhibitor: inhibits human steroid receptor coactivator 2. Q15596. HEK293 GAL4-SRC2 luciferase reporter, luminescence. inhibition, % at 9 µM. 370,000 tested, 0.17% active;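 active = inhibition above the mean inhibition of all tested compounds plus 3 SD, set per campaign, cut at about 52% in these data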;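 note: 0% = DMSO treated cells and 100% = cells given Gossypol at 36 µM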
TLR9-MyD88 block: inhibitors of human TLR9-MyD88 binding; Q9NR96+Q99836; 340,000 tested, 0.21% active; CHO BLA complementation TLR9-MyD88, CCF4 FRET ratio; inhibition, % at 4.98 µM;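 active = inhibition above the mean over all tested compounds plus 3 SD, cut at about 21% in these data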;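 note: 0% = DMSO only wells and 100% = clavulanate BLA inhibitor control wells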
Vif imaging: inhibitors of HIV Vif; 340,000 tested, 0.35% active; AID 602346; HEK293T cells, Vif self-association by quenched fluorescence, imaging, 24 h; inhibition, % at 7.49 µM; in the data active = inhibition above about 50%, passing the limit was not always enough; note: some results filed as inactive read as strong as hits
NR2F2 inh: inhibitors of human COUP-TFII (NR2F2); 370,000 tested, 0.7% active; inhibition, % at 8.6 µM; HEK293T NGFI-A luciferase reporter, luminescence; P24468; AID 686940;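 active = inhibition above a per-plate cutoff, mean inhibition of test wells between control levels plus 3 SD, cut at about 38% in these data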;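 note: cells cotransfected with COUP-TFII expression vector driving the NGFI-A reporter; 0% = median of COUP-TF2 test wells and 100% = reporter-only cells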
Target sequence (P24468 whole entry, looked up): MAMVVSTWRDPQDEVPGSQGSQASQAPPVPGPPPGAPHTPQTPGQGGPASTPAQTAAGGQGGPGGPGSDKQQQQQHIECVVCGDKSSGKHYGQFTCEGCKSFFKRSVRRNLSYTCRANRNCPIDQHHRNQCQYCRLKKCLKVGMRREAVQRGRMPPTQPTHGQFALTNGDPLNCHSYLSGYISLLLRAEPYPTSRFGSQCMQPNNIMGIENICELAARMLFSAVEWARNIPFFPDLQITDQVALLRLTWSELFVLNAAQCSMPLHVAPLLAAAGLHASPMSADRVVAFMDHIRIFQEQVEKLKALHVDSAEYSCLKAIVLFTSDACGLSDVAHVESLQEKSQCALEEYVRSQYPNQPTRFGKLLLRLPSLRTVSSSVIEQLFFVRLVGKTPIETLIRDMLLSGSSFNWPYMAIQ
TROY signal inh: blocks TROY-dependent signaling in reporter cells; inhibition, % at 10 µM; Q293 LMP1-TROYcd NF-kB luciferase reporter, 4 h; 360,000 tested, 0.98% active;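 active = compounds whose plate-normalised and pattern-corrected inhibition of the luciferase reporter signal at the single screening dose is 50% or more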
* = called active by the depositor; x = no result given. The list is partial (hit frequency here may not be typical).

Value order – C8 TRAIL sens	LMP1 NFkB inh	NOD2-RIPK2 inh	SRC3 inh	NCOA1 inh	LRH-1 inv ag	NCOA2 inhibitor	TLR9-MyD88 block	Vif imaging	NR2F2 inh	TROY signal inh
NS(=O)(=O)c1ccc(NC(=O)Nc2ccc(S(N)(=O)=O)cc2)cc1
  -1.7	x	-6.2	9.1	5.2	8.9	-28.2	x	8.8	-9.2	-24.0
O=C(NCCN1CCOCC1)C(Sc1ccccc1)c1ccccc1 (stereo not drawn)
  10.0	1.1	-3.7	1.5	-73.2	-6.2	14.9	-2.7	-2.5	5.5	-4.5
CCOC(=O)C1CCN(C(=S)Nc2ccc(S(N)(=O)=O)cc2)CC1
  -1.0	-13.6	6.0	-3.7	2.5	22.8	2.3	8.1	8.4	-5.3	13.7
CCN(CC)S(=O)(=O)c1cccc(C(=O)N/N=C/c2cccc(O)c2O)c1
  6.7	10.8	-10.6	28.6	17.1	-3.4	33.6	8.2	-0.8	-46.8	-39.3
CCN1CCN(C(CNS(=O)(=O)c2ccc(Br)cc2)c2cccnc2)CC1 (stereo not drawn)
  -1.5	-1.6	-12.0	14.4	16.1	-9.6	12.6	-12.1	4.2	3.8	-6.6
CCc1ccccc1NC(=O)c1cc(-c2ccc(OC)cc2)on1
  -7.8	-3.1	0.1	-21.9	8.0	-4.3	-3.0	2.2	18.8	13.1	-9.2
COc1ccc(NC(=O)CCn2cccc2)c(OC)c1
  -1.3	-3.6	-8.6	-4.0	-18.5	-4.4	2.9	3.9	-1.9	0.6	12.3
O=C(N/N=C/c1cccc([N+](=O)[O-])c1)c1cc(-c2ccc3c(c2)OCO3)n[nH]1
  17.6	-5.3	-0.6	5.2	-16.6	-15.2	-24.5	-5.1	12.5	3.2	-15.1
NC(=O)C1(Nc2ccc(Br)cc2)CCCC1
  4.0	-3.5	-6.8	-2.9	8.1	8.1	-4.8	3.8	2.7	-10.7	6.1
CC1(C(=O)Nc2ccc3c(c2)OCCO3)CN(S(C)(=O)=O)CC(=O)N1Cc1ccco1 (stereo not drawn)
  1.7	x	1.5	x	x	4.7	0.7	x	x	-11.1	x
Cc1ccc(CNC(=O)CN(C)S(=O)(=O)c2cccc3nsnc23)cc1
  -8.4	-5.6	-4.0	4.6	-23.2	11.2	-37.8	6.3	4.3	-4.7	-5.8
CCCNC(=O)Nc1cc(C)on1
  -0.6	-13.5	-10.0	7.9	-6.3	-3.5	16.4	1.8	1.2	-0.6	-24.6
O=C(Cn1ncc2c(=O)oc3ccccc3c21)N1CCN(c2ccccn2)CC1
  -21.3	1.1	1.0	4.2	8.6	0.9	0.7	5.2	5.1	1.2	-25.8
CCN1CCN(c2ccc(NC(=O)c3ccc(Cl)c(N4CCCC4=O)c3)cc2)CC1
  -3.1	-2.7	-4.1	-5.6	-4.0	-10.6	16.2	1.0	-6.6	13.0	-14.8
COc1ccc(-c2nnc(SCCC(=O)O)n2C)cc1OC
  -18.9	4.0	-6.0	11.2	-2.3	6.5	-17.1	-4.2	19.9	7.7	-23.6
CC(C)(C)N1C(=O)c2ccc(C(=O)Nc3ccc(O)cc3)cc2C1=O
  39.7	-27.8	-2.3	-45.9	-54.3	-58.5	-45.9	4.2	8.8	-53.0	-46.9
C=CCn1c2ccccc2c2nnc(SCC(N)=O)nc21
  2.4	0.3	-12.7	-3.2	4.8	0.6	-11.3	-0.6	1.4	-21.9	-0.1
CCCCC1=NN(C(=O)c2ccco2)C(O)(C(F)(F)F)C1 (stereo not drawn)
  -14.3	-4.7	-9.6	-5.8	-13.8	-27.8	-18.0	-9.9	2.4	0.1	-18.2
Cc1cccc(S(=O)(=O)Nc2ccc(-c3ccc4nncn4n3)cc2)c1
  0.6	12.2	-12.3	0.9	-0.7	16.5	-4.5	-1.2	0.7	-33.3	2.9
CCOc1ccc(N2C(=O)Nc3ccccc3C2(O)C(=O)NCc2ccc(OC)cc2)cc1 (stereo not drawn)
  39.9	-1.3	-11.6	2.4	0.2	-5.8	-24.7	-15.6	22.0	-17.6	-11.1
CCOC(=O)c1ccc(C(=S)N2CCCC2)cc1
  4.2	-8.3	-9.7	10.5	-3.2	0.8	16.1	0.8	-7.4	6.8	-30.5
COc1ccc(N2CCN(C(=O)CC(C)S(=O)(=O)c3ccc4c(c3)NC(=O)CO4)CC2)cc1 (stereo not drawn)
  10.3	4.3	-1.6	2.3	3.8	19.9	19.3	-5.6	1.2	-4.1	8.8
CC(=O)c1ccc(NC(=S)NN2C(C)CCCC2C)cc1 (stereo not drawn)
  -27.6	4.2	-9.6	23.0	6.1	11.4	11.3	3.1	1.0	-1.9	10.0
CN(CC(=O)Nc1cccc(F)c1)C(=O)c1ccc(-c2ccc(Cl)cc2)o1
  -8.5	-4.7	-6.1	4.3	-40.3	-15.2	-56.0	6.0	-15.0	-21.5	-25.0
O=C(CCn1cccc(C(F)(F)F)c1=O)Nc1cccc(C(F)(F)F)c1
  13.0	x	0.5	11.4	6.5	5.1	-34.0	x	-10.9	1.6	-4.2
O=C(CNC(=O)COc1ccccc1)NCc1ccccc1F
  0.6	-0.1	-11.2	8.6	11.2	9.6	-1.3	-9.0	-0.6	3.5	-1.2
O=C1CN(C(=O)c2ccc(Cl)c([N+](=O)[O-])c2)c2ccccc2N1
  -13.3	2.8	4.8	2.2	6.8	-13.8	14.9	4.9	-12.7	23.4	-10.3
CCC(=O)Nc1nnc(C(C)(C)C)s1
  20.2	0.0	0.8	-6.8	3.3	-10.2	-5.9	-4.5	6.3	1.7	5.9
O=C(Nc1ccc(O)c(-c2nc3ccccc3s2)c1)c1cc(=O)c2ccccc2o1
  45.7	-63.5	-6.6	16.7	-14.9	-13.8	11.7	8.8	-3.5	8.3	39.3
CCC(C)N(C)C1CCN(C(=S)Nc2cccc(SC)c2)CC1 (stereo not drawn)
  -14.9	-2.5	-13.0	11.4	4.8	13.6	-4.7	3.1	0.6	-18.7	-8.6
Cn1nc(C(C)(C)C)cc1C(=O)N1CCCCC1c1cc(C(=O)NCc2cccnc2)no1 (stereo not drawn)
  6.6	x	-10.0	-8.3	-15.4	-6.0	-3.1	x	-5.8	20.5	8.0
CCCCNc1c(-c2ccc(OC)c(SC3CCCCC3)c2)nc2cc(C)ccn12
  37.1	-2.1	7.5	-7.0	-3.6	0.9	-13.1	3.2	-4.8	14.3	17.4
O=C(COC(=O)CC1CCCC1)Nc1ccc(Cl)cc1
  -4.7	-8.0	-2.7	18.0	-4.5	36.7	-17.4	4.8	3.1	0.1	-68.3
O=C1CC(c2ccncc2)c2cc3c(cc2N1)OCCO3 (stereo not drawn)
  -12.0	-10.7	-14.2	10.3	12.4	6.2	-28.1	-8.0	-5.6	-5.0	-9.1
CCOc1ccc(NC(=O)Nc2nc(SCC)ns2)cc1
  15.4	1.2	-0.3	5.9	2.0	-13.4	-3.6	-7.2	-5.6	6.0	1.9
COC(=O)C1=C(C)N(C)C(=O)NC1c1cc(Cl)cc(Cl)c1OC (stereo not drawn)
  -1.0	8.1	-5.9	8.8	3.3	14.3	3.6	-8.1	x	-4.5	-10.3
COc1ccc(NC(=O)CN2c3cccc4cccc(c34)S2(=O)=O)cc1
  -5.9	6.4	0.4	16.2	-21.4	28.2	0.4	-7.9	-3.1	2.8	1.4
O=C(Nc1nccs1)c1ccc(Cl)s1
  1.8	-14.5	-4.3	-39.4	-38.1	-68.7	-81.8	4.2	1.2	-18.7	-60.5
COc1ccc(C(O)c2nc(-c3cccc(NC(C)=O)c3)cs2)cc1 (stereo not drawn)
  -1.5	x	-13.5	2.3	1.2	-0.1	-34.2	x	x	1.8	-18.0
CC(C)Oc1cccc(C(=O)C2CCCN(Cc3cnc(N4CCOCC4)s3)C2)c1 (stereo not drawn)
  17.9	12.5	12.3	10.3	-10.0	26.9	9.6	1.0	-7.3	37.5*	16.5
Cc1cc(/C=C2/C(=N)N3C(=NC2=O)SN=C3S(C)(=O)=O)c(C)n1-c1ccccc1
  72.2*	3.1	7.6	-29.5	-18.9	-2.6	-24.2	-1.2	2.4	-12.3	-52.5
COc1ccccc1N1CCN(S(=O)(=O)CCNC(=O)c2ccc(OC(C)C)cc2)CC1
  4.3	-4.7	3.8	13.6	8.9	11.4	-7.2	-0.9	3.4	21.6	-0.8
CCOC(=O)C1CCN(C(=O)Cc2c(C(=O)O)n(CC)c3ccccc23)CC1
  30.2	0.0	-9.6	6.5	10.1	20.5	-15.5	10.4	-3.8	6.5	-11.7
CNC(=O)CCN(Cc1ccco1)S(=O)(=O)c1ccc(OC)c(OC)c1
  -2.3	3.3	-3.5	5.4	-68.6	-2.3	1.5	-0.9	-6.2	-14.1	4.8
C#CCOCCOCCOCCNc1nc(N2CCN(C(=O)[C@H]([C@@H](C)CC)n3cc(CCCCN)nn3)CC2)nc(N2CCN(C(=O)[C@H](CCCCN)n3cc(CC(C)O)nn3)CC2)n1 (stereo partly drawn)
  -7.1	3.1	-4.1	-3.0	-6.3	-0.7	-51.3	4.4	-3.1	-6.2	10.0

Looked up by compound from the entries so far:
Value order – C8 TRAIL sens	LMP1 NFkB inh	NOD2-RIPK2 inh	SRC3 inh	NCOA1 inh	LRH-1 inv ag	NCOA2 inhibitor	TLR9-MyD88 block	Vif imaging	NR2F2 inh	TROY signal inh
COc1ccc(NC(=O)CN2c3cccc4cccc(c34)S2(=O)=O)cc1
  -5.9	6.4	0.4	16.2	-21.4	28.2	0.4	-7.9	-3.1	2.8	1.4
COc1ccc(C(O)c2nc(-c3cccc(NC(C)=O)c3)cs2)cc1 (stereo not drawn)
  -1.5	x	-13.5	2.3	1.2	-0.1	-34.2	x	x	1.8	-18.0
CNC(=O)CCN(Cc1ccco1)S(=O)(=O)c1ccc(OC)c(OC)c1
  -2.3	3.3	-3.5	5.4	-68.6	-2.3	1.5	-0.9	-6.2	-14.1	4.8

More compounds follow.
Value order – C8 TRAIL sens	LMP1 NFkB inh	NOD2-RIPK2 inh	SRC3 inh	NCOA1 inh	LRH-1 inv ag	NCOA2 inhibitor	TLR9-MyD88 block	Vif imaging	NR2F2 inh	TROY signal inh
CCc1nnc(NC(=O)c2nc3nc(C)cc(C)n3n2)s1
  -7.0	7.0	-15.4	4.5	-5.5	-10.5	-11.5	-4.2	-1.6	-12.0	6.7
CC1CCC(C(O)(C(=O)O)C2CCCCC2)CC1C (stereo not drawn)
  6.0	-0.6	4.7	3.4	-12.0	3.9	-18.4	1.4	-4.1	-14.0	-3.0
COc1cccc(CN2CCC(n3nccc3NC(=O)CCOc3ccccc3)CC2)c1O
  5.6	-1.3	5.9	-28.7	-12.6	-0.5	x	-0.7	-9.6	x	-2.9
COc1cccc(C(=O)NC2CCN(CC(=O)NCc3ccccc3OC)CC2)c1
  -21.6	4.6	-7.6	-6.1	2.0	6.4	5.3	-2.3	-1.7	-3.8	2.7
COc1ccc2c(C)c(C(=O)NCC(C)O)oc2c1OC (stereo not drawn)
  12.6	0.9	-10.6	5.8	-2.8	-16.9	-16.7	-18.8	10.8	-13.9	-17.2
COc1ccc2[nH]c(C(=O)O)c(NC(=O)c3ccccc3[N+](=O)[O-])c2c1
  0.4	-3.6	-3.5	12.8	-14.9	8.0	2.7	-0.9	1.1	-16.2	0.3
COc1ccc(-c2oc(/N=C/N3CCCC3)c(C#N)c2-c2ccc(OC)cc2)cc1
  -17.3	-8.0	-3.2	15.1	-9.8	10.4	-24.7	-2.7	-3.6	7.7	-5.8

High-throughput results from PubChem BioAssay.
